# 14-3-3 Bad inh: inhibitors of 14-3-3 zeta/Bad binding, primary screen, biochemical, TR-FRET, bovine 14-3-3 zeta; 14-3-3 protein zeta/delta (Bos taurus), P63103; TR-FRET 14-3-3zeta/Dy647-pBad peptide displacement, 1 h; inhibition, % at 21.7 µM; 0.71% of 220,000 active;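 active = inhibition above about 70%, limit read from the data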;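 also: 0% = full 14-3-3 plus peptide FRET controls and 100% = background without 14-3-3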
# Target sequence (P63103 whole entry, looked up): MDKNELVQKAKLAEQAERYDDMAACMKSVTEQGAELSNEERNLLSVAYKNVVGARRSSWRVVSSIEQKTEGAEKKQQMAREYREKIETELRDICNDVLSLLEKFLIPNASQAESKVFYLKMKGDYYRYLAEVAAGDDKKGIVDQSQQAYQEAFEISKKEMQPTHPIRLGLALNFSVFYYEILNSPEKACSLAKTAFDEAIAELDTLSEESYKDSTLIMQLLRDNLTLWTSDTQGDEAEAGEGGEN
# EP2 antag: human EP2 receptor antagonists, primary screen, TR-FRET cAMP, C6 glioma cells | Prostaglandin E2 receptor EP2 subtype (Homo sapiens), P43116 | C6 glioma cells expressing human EP2; cells stimulated with saturating PGE2 | inhibition, % at 25 µM | 0.52% of 260,000 active | AID 1422, 2008;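 active = percent inhibition above 40 after rounding to a whole number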;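 also: rat C6 glioma host cells with rolipram phosphodiesterase inhibitor present; the protocol text gives 20 µM as final concentration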
# Tb hexokinase: Trypanosoma brucei hexokinase 1 inhibitors, primary screen, biochemical, G6PDH-coupled NADH absorbance, MLSCN library; 0.11% of 220,000 active; AID 1430, 2008; recombinant TbHK1, G6PDH-coupled NADH A340; inhibition, % at 10 µM; hexokinase 1 [Trypanosoma brucei];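 active = inhibition of 50% or more in the single-dose primary screen; inactive = inhibition below 50%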
# zVAD death inh: inhibitors of zVAD-triggered necroptosis, primary screen, L929 cells. L929 zVAD necroptosis rescue, ATP luminescence, 24 h; with zVAD 60 µM. viability rescue, % at 10 µM. 0.38% of 220,000 active. AID 1377, 2008;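 active = activation, scaled between plate controls, above about 75%, limit read from the data; inactive = activation under that limit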;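 also: 0% = zVAD with DMSO and 100% = DMSO alone without zVAD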
# Hck Nef HTS: inhibitors of Nef-activated human Hck kinase, primary screen, biochemical, Z-Lyte FRET, 384-well, Hck-YEEI. Recombinant Hck-YEEI plus Nef, Z-Lyte FRET kinase assay. inhibition, % at 20 µM. 0.68% of 220,000 active;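 active = Hck-Nef kinase inhibition above about 50%, limit read from the data; inactive = inhibition below that limit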;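 also: 0% = DMSO with Hck plus Nef and 100% = Hck alone without Nef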
# Target sequence (P08631 whole entry, looked up): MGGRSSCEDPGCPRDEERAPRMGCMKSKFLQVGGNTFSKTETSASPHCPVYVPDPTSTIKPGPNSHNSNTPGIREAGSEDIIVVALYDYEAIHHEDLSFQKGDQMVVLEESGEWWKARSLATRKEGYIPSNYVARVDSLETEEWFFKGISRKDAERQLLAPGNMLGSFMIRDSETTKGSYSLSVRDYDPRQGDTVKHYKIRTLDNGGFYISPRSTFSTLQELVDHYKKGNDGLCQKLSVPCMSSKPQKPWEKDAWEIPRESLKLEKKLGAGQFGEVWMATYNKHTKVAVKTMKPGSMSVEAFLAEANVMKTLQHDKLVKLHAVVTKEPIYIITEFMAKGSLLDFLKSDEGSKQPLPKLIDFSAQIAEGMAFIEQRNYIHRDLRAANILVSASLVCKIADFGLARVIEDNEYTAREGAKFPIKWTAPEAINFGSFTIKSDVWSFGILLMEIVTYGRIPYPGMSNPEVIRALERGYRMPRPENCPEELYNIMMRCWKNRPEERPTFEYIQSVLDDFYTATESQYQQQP
# EP2 modulator: EP2 receptor modulators, cAMP readout, primary screen, cell-based, HTRF cAMP, PGE2 stimulation | AID 940, 2007 | 0.83% of 260,000 active | Prostaglandin E2 receptor EP2 subtype (Homo sapiens), P43116 | induction, % at 25 µM | EP2-expressing cells, cAMP HTRF FRET, PGE2 co-stimulation;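 active = compounds whose cAMP rise, as percent of the full-agonist control response, exceeds 60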;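 also: rat C6 glioma line stably carrying human EP2 under a CMV promoter; the protocol text gives 20 µM as final concentration; 100% = response of wells given 1 µM PGE2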
# eIF4E-4G inh: eIF4E–eIF4G protein interaction inhibitors, primary screen, biochemical, uHTS, TR-FRET, eIF4GI fragment; Eukaryotic translation initiation factor 4E (Mus musculus) + Eukaryotic translation …; TR-FRET eIF4E-eIF4GI(517-606) binding, 2 h; inhibition, % at 21.7 µM; 0.37% of 220,000 active;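 active = inhibition above about 30%, limit read from the data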;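 also: 0% = full FRET control wells and 100% = background wells lacking eIF4GI fragment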
# Calpain2 inh: inhibitors of pig calpain II, primary screen, biochemical, fluorogenic peptide substrate, 1536-well; purified calpain II, 30 min; inhibition, % at 16 µM; 0.37% of 220,000 active;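 active = inhibition above about 50%, limit read from the data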
# Rad51 HR inh: human RAD51 strand exchange inhibitors, primary screen, biochemical, fluorescence; DNA repair protein RAD51 homolog 1 (Homo sapiens), Q06609; hRad51 DNA strand exchange, fluorescence dequenching; inhibition, % at 10 µM; 0.085% of 200,000 active;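 active = inhibition above 40% at the single screening dose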;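 also: 0% = DMSO control wells and 100% = blanks with heterologous ssDNA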
#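 material = hRad51 filaments on single-stranded DNA | reagent = Donor/quencher-labelled 47-bp dsDNA substrate | compound = 10 µM final, single point | schedule = strand-exchange reaction 15 min at room temperature | measured by = fluorescein emission 520 nm, excitation 485 nm | read-out basis = % inhibition versus plate control and blank means | benchmarks = plate controls and plate blanks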
# Starred values were filed as active, the others as inactive; · = not tested or not shown; & = joins results of further samples; [ ] = remark or other dose.
# Fields: Hck Nef HTS	zVAD death inh	Calpain2 inh	EP2 antag	Rad51 HR inh	EP2 modulator	14-3-3 Bad inh	Tb hexokinase	eIF4E-4G inh
1	CC(=O)n1cc(N(C(=O)CCl)c2ccc([N+](=O)[O-])cc2)c2ccccc21
    18	51	14	14	14	-31	1	-21	-1
2	O=C(C1CCCCC1)N1CCCn2c1nc1ccccc12
    1	-0.4	-14	8	3	5	1[fluorescence artefact?]	2	-4[fluorescence artefact?]
3	CCOC(=O)c1ccc(NC(=O)C2C3CCC(C3)C2C(=O)O)cc1 (stereo not drawn)
    2	0.2	14	10	-5	12	3[fluorescence artefact?]	4	-4[fluorescence artefact?]
4	O=C(CSc1nnc(-c2ccc(S(=O)(=O)N3CCCC3)cc2)o1)NCc1ccco1
    2	0.3	-51	4&6	4	-7&-18	2[fluorescence artefact?]	2	12[fluorescence artefact?]
5	Cc1cc(NS(=O)(=O)c2ccc(NC(=O)c3ccco3)cc2)no1
    0	-0.2	-11	0	2	5	-3	9	4[fluorescence artefact?]
6	CCN1C(=O)C(CC(=O)Nc2ccccc2)S/C1=N\c1ccccn1 (stereo not drawn)
    2	1.3	-23	5	1	-51	-6	-3	0
7	O=C1CCC([N+](=O)[O-])C(c2cccc(Cl)c2Cl)N1 (stereo not drawn)
    -19	-0.1	-6	11	-2	8	-15	3	0
8	CCCCN(C(=O)CSc1nncn1-c1ccccc1)c1c(N)n(Cc2ccccc2)c(=O)[nH]c1=O
    4	-0.4	-21	13	9	1	9	7	-4
9	N#Cc1ccc(/C=N/NC(=O)c2cccc(S(=O)(=O)N3CCOCC3)c2)cc1
    -15	-0.2	13	13	-1	-27	-4	-5	-1
10	CC1Cc2ccccc2N1C(=O)CSc1nnnn1-c1ccc2c(c1)OCCO2 (stereo not drawn)
    1	0.1	-13	2	9	-38	-4[fluorescence artefact?]	3	3[fluorescence artefact?]
11	Cc1ccc(C2=NOC(C)(c3nnc(-c4ccc(F)cc4)o3)C2)cc1 (stereo not drawn)
    25	0.0	1	11	-6	-23	1	-7	-6
12	N#Cc1nc(Cc2ccccc2)oc1NCCCn1ccnc1
    0	1.1	13	8	3	0	3	-1	-5
13	CC1(C)CC(=O)C(CC(=O)NC2CCCc3ccccc32)C(=O)C1 (stereo not drawn)
    23	2.0	-17	5	5	31	-7	-1	1
14	Cc1cc(-c2ccccc2)nc(N(C)N)c1S(C)(=O)=O
    19	2.5	-16	3	6	-10	-6	-8	-1
15	Cc1nc(-c2ccc(NC(=O)c3ccccc3)cc2)cs1
    19	6.1	11	14	10	-89	4	9	0
16	O=C(COc1ccc(-c2ccccc2)cc1)N/N=C/c1ccccc1Br
    -2	0.1	-7	8	5	-30	7	1	-1
17	Cc1ccc(C)c(S(=O)(=O)NCc2ccc(C(=O)N3CCC(Cc4ccccc4)CC3)cc2)c1
    1	0.0	-13	8	-8	15	-1	-2	-13
18	COc1ccc(OC)c(C2(O)CSC(=Nc3cccnc3)N2Cc2ccco2)c1 (stereo not drawn)
    15	0.3	-19	4	33	-7	-5	-4	-1
19	CC(=O)Nc1ccc(S(=O)(=O)N(C)Cc2ccccc2)cc1
    16	1.2	-28	4	-7	-32	-5	0	-2
20	O=C(Nc1nnc(C2CC2)s1)c1cccnc1Oc1ccc(Cl)cc1
    10	1.1	13	1	7	-19	2	5	-5
21	O=c1[nH]c(CSc2nnc3ccccn23)nc2ccccc12
    -19	0.4	-11	10	·	33	7	3	4
22	COc1cc2c(cc1NC(=S)NC(=O)/C=C/c1ccco1)oc1ccccc12
    11	0.7	-7	6	-6	13	-1	-24	-4[fluorescence artefact?]
23	CC(=O)Nc1cccc(/C(C)=N/NC(=O)c2ccc(O)cc2)c1
    0	0.3	-10	7	-3	13	-12	-4	-4
24	CCN(CC(=O)NC)S(=O)(=O)c1ccc(C)cc1
    12	-0.9	-49	15	·	19	11[fluorescence artefact?]	5	3[fluorescence artefact?]
25	N#C/C(=C\c1cn(Cc2ccccc2C#N)c2ccccc12)C(=O)NCc1cccs1
    0	0.7	-449	·	·	13	·	-2	·
26	Cc1cccc(NC(=O)CCC(=O)OCc2ccc(Br)cc2)c1
    2	0.2	-9	9	-33	1	9[fluorescence artefact?]	1	5[fluorescence artefact?]
27	Cc1cc(S(=O)(=O)Nc2ccc(N(C)C)cc2)c(C)s1
    -2	0.1	-18	3	0	-1	-3	-4	2
28	Cn1cnnc1SCc1ccc(C(=O)O)cc1
    3	0.6	7	18	-3	1	-16	-5	-2
29	N#Cc1cc(-c2ccc(Cl)cc2)cnc1Sc1ccc(F)cc1
    1	0.2	25	5	-4	36	-6	-5	-9
30	CS(=O)(=O)N(CC(=O)NC1CCCC1)c1cccc(F)c1
    0	0.3	9	2	6	8	11	0	5

# Part of the list above in order of count of non-hydrogen atoms, smallest number first.
# Fields: Hck Nef HTS	zVAD death inh	Calpain2 inh	EP2 antag	Rad51 HR inh	EP2 modulator	14-3-3 Bad inh	Tb hexokinase	eIF4E-4G inh
28	Cn1cnnc1SCc1ccc(C(=O)O)cc1
    3	0.6	7	18	-3	1	-16	-5	-2
7	O=C1CCC([N+](=O)[O-])C(c2cccc(Cl)c2Cl)N1 (stereo not drawn)
    -19	-0.1	-6	11	-2	8	-15	3	0
14	Cc1cc(-c2ccccc2)nc(N(C)N)c1S(C)(=O)=O
    19	2.5	-16	3	6	-10	-6	-8	-1
15	Cc1nc(-c2ccc(NC(=O)c3ccccc3)cc2)cs1
    19	6.1	11	14	10	-89	4	9	0
29	N#Cc1cc(-c2ccc(Cl)cc2)cnc1Sc1ccc(F)cc1
    1	0.2	25	5	-4	36	-6	-5	-9
13	CC1(C)CC(=O)C(CC(=O)NC2CCCc3ccccc32)C(=O)C1 (stereo not drawn)
    23	2.0	-17	5	5	31	-7	-1	1
20	O=C(Nc1nnc(C2CC2)s1)c1cccnc1Oc1ccc(Cl)cc1
    10	1.1	13	1	7	-19	2	5	-5
22	COc1cc2c(cc1NC(=S)NC(=O)/C=C/c1ccco1)oc1ccccc12
    11	0.7	-7	6	-6	13	-1	-24	-4[fluorescence artefact?]
18	COc1ccc(OC)c(C2(O)CSC(=Nc3cccnc3)N2Cc2ccco2)c1 (stereo not drawn)
    15	0.3	-19	4	33	-7	-5	-4	-1
25	N#C/C(=C\c1cn(Cc2ccccc2C#N)c2ccccc12)C(=O)NCc1cccs1
    0	0.7	-449	·	·	13	·	-2	·
17	Cc1ccc(C)c(S(=O)(=O)NCc2ccc(C(=O)N3CCC(Cc4ccccc4)CC3)cc2)c1
    1	0.0	-13	8	-8	15	-1	-2	-13

# More results.
# Fields: Hck Nef HTS	zVAD death inh	Calpain2 inh	EP2 antag	Rad51 HR inh	EP2 modulator	14-3-3 Bad inh	Tb hexokinase	eIF4E-4G inh
31	Cc1cc(C)cc(NC(=O)c2snc3c(=O)[nH]cnc23)c1
    2	0.1	11	5&11	4	-26&-6	2	-9	8
32	O=C(COC(=O)c1ccccc1O)Nc1cc([N+](=O)[O-])ccc1Cl
    4	0.4	0	13	-1	1	-1	-10	7
33	Cn1nc(CC(=O)Nc2ccc(N3CCN(C(=O)OC(C)(C)C)CC3)cc2)c2ccccc2c1=O
    -16	0.0	-33	16	·	-6&-9	25	-1	-3
34	O=C(Cc1cccc2ccccc12)NN1C(=O)CSC1=S
    -2	0.5	8	9	-1	12	0	0	0
35	O=C(CSc1nc2c(cnn2-c2ccc(F)cc2)c(=O)[nH]1)N1CCOCC1
    0	0.2	-22	12	-5	-8	13	-2	3[fluorescence artefact?]
36	CN(C)S(=O)(=O)c1cccc(NC(=O)COC(=O)c2cc(-c3cccc(Br)c3)nc3ccccc23)c1
    4	1.8	-9	1	3	18	-9	-16	10
37	COc1ccc(NCc2nnc(SCC(=O)NNC(=O)c3ccc(C)cc3)n2C)cc1
    20	0.0	-15	4&11	·	-33&17	-8	-4	-1
38	CSc1nc(C)cc(Oc2ccc(=O)[nH]n2)n1
    23	2.1	-28	9	5	27	-19	0	-3
39	O=C(NCc1nc(-c2ccccc2)cs1)c1ccccc1
    6	-0.6	-11	12	·	-38	0	-3	0
40	O=C(NC1CCCCC1)c1nc2c(nnn2Cc2ccccc2Cl)c(=O)[nH]1
    1	0.1	19	3	6	2	-11	-2	-4
41	CCOc1ccc(S(=O)(=O)NCCC(=O)OCC(=O)Nc2cc(C)on2)cc1
    15	0.8	9	9	·	2	6	-5	-11
42	CCCNS(=O)(=O)c1ccc(OCC(=O)N2CCOCC2)cc1
    9	0.4	-15	12&8	5	-12&24	12	-3	5
43	O=C1C[C@@H](c2ccc(O)cc2)Oc2cc(O)cc(O)c21
    0	3.7	4	7&0	8	-1&12	0[fluorescence artefact?]	-3	4[fluorescence artefact?]
44	O=C1C(=O)N(c2cccc(Cl)c2)C(c2ccccc2[N+](=O)[O-])/C1=C(\O)c1ccccc1 (stereo not drawn)
    5	-0.2	-20	2	·	22	38	-13	-4
45	Cc1nn(Cc2c(Cl)cccc2Cl)c(C)c1NC(=O)c1cc(C(C)C)on1
    14	2.7	-17	8	10	17	0[fluorescence artefact?]	1	-1
46	Cc1ccsc1/C=N\NC(=O)c1ccc2c(c1)OCO2
    0	-0.2	1	·	-6	-6	5	-36	5
47	COC(=O)c1cccc(NC(=O)c2cccc(OC)c2)c1
    0	0.5	53*	8	-1	3	11	0	-1
48	CCOC(=O)c1cc2[nH]c3ccccc3c2[n+](-c2ccc([N+](=O)[O-])cc2)c1C
    2	-0.9	29	3	20	3	10	-42	-4
49	O=C(NCCc1ccccc1)C1CCN(C(=O)c2sccc2-n2cccc2)CC1
    -2	0.3	-1	11	-10	-29	13	3	-8
50	COc1ccc(OC)c(S(=O)(=O)N(C)CC(=O)Nc2ccc3c(c2)OCCO3)c1
    1	0.3	11	4	7	6	-4	-3	4
51	O=C(Nc1ccccc1F)NC1CCN(Cc2nnnn2Cc2ccc(F)cc2)CC1
    0	0.1	-23	2	1	-22	-2	-3	-15
52	Nc1nc(C23CC4CCC(CC(C4)C2)C3)cs1
    1	·	8	10	·	-1	28[fluorescence artefact?]	-6	7[fluorescence artefact?]
53	COc1ccc(C)cc1NC(=O)NCc1ccc(F)cc1
    4	4.5	8	8	18	10	-6	-6	2
54	CCN(CC)S(=O)(=O)c1ccc(S(=O)(=O)N(CC(=O)Nc2ccccc2)CC2CCCO2)cc1 (stereo not drawn)
    10	1.4	·	4	-6	·	·	-2	·
55	CN(C)C(=O)Cn1cnc2c(cnn2-c2ccccc2Cl)c1=O
    2	-0.1	-17	3	1	5	8	3	4
56	CC(=O)NCCOc1nc(N(C)C)nc(N2CCCCC2)n1
    15	12	-17	7	4	21	-10	-4	-4

# Assay outcomes as filed in PubChem BioAssay.

# These rows are one share of the data (hit frequency here may not be typical).
